Neddylation inh = inhibitors of human cullin neddylation | AID 651699 | P61081+Q13564 | calls only at 25 µM | 360,000 compounds, 0.58% hits | TR-FRET cullin neddylation, biochemical; in the data active means inhibition above about 36%
CSN inh = CSN deneddylation inhibition; Purified CSN, SCF-Nedd8-OG deneddylation, fluorescence polarization; inhibition, % at 12.5 µM; 360,000 compounds, 0.38% hits; AID 651999;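 active means pattern-corrected inhibition above about 35%, with an unprinted fluorescence ratio check between 0.5 and 1.5, limit read from the data, passing the limit was not always enough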;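 further: 0% = enzyme with substrate and 100% = substrate without enzyme; some results filed as inactive read as strong as hits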
Target sequence (Q92905 whole entry, looked up, one chain of several): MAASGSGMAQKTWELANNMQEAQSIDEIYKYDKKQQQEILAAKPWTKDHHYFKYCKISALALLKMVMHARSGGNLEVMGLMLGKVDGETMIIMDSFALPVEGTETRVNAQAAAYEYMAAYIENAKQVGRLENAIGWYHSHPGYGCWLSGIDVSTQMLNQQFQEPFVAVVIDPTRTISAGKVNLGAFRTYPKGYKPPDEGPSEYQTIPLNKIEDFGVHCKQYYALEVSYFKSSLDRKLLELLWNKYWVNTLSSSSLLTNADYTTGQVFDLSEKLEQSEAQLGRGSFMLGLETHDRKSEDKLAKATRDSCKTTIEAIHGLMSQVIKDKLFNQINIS
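Material: purified human Csn5 enzyme expressed in HEK293T cells / Medium: Tris buffer pH 7.5, NaCl, DTT, Tween-20, trehalose, ovalbumin / Compound dosing: 12.5 µM single point / Schedule: 90 min incubation of compound, enzyme and substrate at room temperature / Signal: fluorescence polarization of the substrate / Control set: no-enzyme wells high, enzyme-with-substrate wells low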
SKN-1 inh = C. elegans SKN-1 inhibition; C. elegans VP596 Pgst-4::GFP/RFP ratio, acrylamide-induced, 24 h; inhibition, % at 21.8 µM; 360,000 compounds, 0.49% hits; AID 624304;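 active means interference check ratio from 0.5 to 1.5 plus GFP to RFP signal ratio inhibition reaching or exceeding a fixed threshold, cut at about 30% in these data, passing the limit was not always enough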; further: some compounds called inactive have numbers as strong as hits
Rin1 Abl inh = inhibitors of human Rin1-Abl protein interaction; inhibition, % at 7.35 µM; 360,000 compounds, 0.4% hits; P00519+Q13671; AID 588664; TR-FRET Rin1/Abl binding, biochemical; in the data active means inhibition above about 5%, passing the limit was not always enough
Rpn11 block = Rpn11 (human) deubiquitinase inhibition; calls only at 20 µM; human 26S proteasome, Ub4-pepOG fluorescence polarization; 20S core pre-blocked with epoxomicin; 360,000 compounds, 0.59% hits;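 active means inhibition at 20 µM, scaled to each plate's controls, above about 33%, limit read from the data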
PABP1 MLLE inh = inhibitors of microRNA-mediated deadenylation, human PABP1 MLLE binding; P11940; inhibition, % at 20 µM; AID 588489; GST-MLLE / FITC-PAM2 fluorescence polarization; 360,000 compounds, 0.36% hits; in the data active means inhibition above about 35%, passing the limit was not always enough;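 further: plate controls were DMSO wells with GST-MLLE for no effect and wells lacking GST-MLLE protein for full effect; some results filed as inactive read as strong as hits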
Target sequence (P11940 whole entry, looked up): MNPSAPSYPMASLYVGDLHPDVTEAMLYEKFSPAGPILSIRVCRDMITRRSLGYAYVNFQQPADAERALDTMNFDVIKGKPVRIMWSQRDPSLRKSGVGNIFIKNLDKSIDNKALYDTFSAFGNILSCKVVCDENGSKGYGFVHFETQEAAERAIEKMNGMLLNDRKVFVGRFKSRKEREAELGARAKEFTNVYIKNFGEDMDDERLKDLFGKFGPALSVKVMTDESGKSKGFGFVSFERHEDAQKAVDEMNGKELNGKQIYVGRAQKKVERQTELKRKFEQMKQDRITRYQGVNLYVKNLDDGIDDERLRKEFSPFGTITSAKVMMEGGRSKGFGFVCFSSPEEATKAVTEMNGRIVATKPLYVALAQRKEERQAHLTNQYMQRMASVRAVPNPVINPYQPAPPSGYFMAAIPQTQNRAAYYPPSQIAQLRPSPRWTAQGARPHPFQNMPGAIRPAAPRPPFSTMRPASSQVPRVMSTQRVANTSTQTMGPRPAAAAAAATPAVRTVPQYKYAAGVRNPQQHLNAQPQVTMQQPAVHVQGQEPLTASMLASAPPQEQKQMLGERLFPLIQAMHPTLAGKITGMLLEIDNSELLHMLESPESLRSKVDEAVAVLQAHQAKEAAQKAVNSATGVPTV
FAS-TE inh = FAS thioesterase (human) inhibition; recombinant FAS-TE, OMFH fluorogenic substrate, fluorescence endpoint; inhibition, % at 15 µM; 360,000 compounds, 0.67% hits;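 active means compounds whose normalised, plate-corrected inhibition of enzyme fluorescence in the single-dose primary screen is 50% or more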;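 further: 0% = DMSO with enzyme and 100% = substrate without enzyme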
MT1-MMP act inh = blocks activation of human MT1-MMP; HT1080 RFP-PRO-GFP cells, GFP/RFP ratio fluorescence, overnight; percent of plate control window, DMSO zero; P50281; GFP/RFP ratio change, % at 20 µM; AID 651647; 360,000 compounds, 0.061% hits;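 active means GFP/RFP ratio change of at least 30% with cell ATP level not reduced by more than half and red fluorescence within 50% of control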; further: strong numbers were not always called active
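Test system: HT1080 RFP-PRO-GFP cells; Benchmarks: DMSO and RFP-L50D-GFP cell wells; Timing: cells overnight before dosing, compound overnight, 37 °C, 5% CO2; Compound: one 20 µM compound dose with 1% DMSO; Read-out: GFP/RFP fluorescence ratio.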
NadD inh = NadD (S. aureus) enzyme inhibition. purified NadD enzyme, colorimetric absorbance read-out. inhibition, % at 20 µM. 360,000 compounds, 0.78% hits; in the data active means inhibition above about 26%; further: some compounds past the cut are filed as inactive
An asterisk follows results filed as active; i = inactive; / = not tested or not shown; + = active, no number. An unsorted share of the library; any-hit rate near 3.9%.

SMILES	Neddylation inh	CSN inh	SKN-1 inh	Rin1 Abl inh	Rpn11 block	PABP1 MLLE inh	FAS-TE inh	MT1-MMP act inh	NadD inh
CC(NC(=O)c1ccccc1)c1nnc(SCC(=O)Nc2nnc(C3CC3)s2)n1C (stereo not given)	i	-3	1	-1	i	6	-7	-5	1
COc1cccc(OC)c1-c1nn2c(-c3cc(-c4ccccc4)n[nH]3)nnc2s1	i	i	-12	-5	i	-213	-4	-4	52*
COc1ccc(-c2cn(-c3ccc(C)c(C)c3)c(=S)[nH]2)cc1OC	i	2	5	0	i	-11	6	0	-1
Cc1cc(-c2nn(-c3ccccc3F)cc2CNCCc2cnccn2)c(C)s1	i	-2	-1	1	i	6	2	1	-10
O=S(=O)(NCCS(=O)(=O)N1CCN(c2ccccc2)CC1)c1ccccc1	i	-1	5	4	i	-3	3	9	-4
COc1ccc(CN2C(=O)COc3ccccc32)cc1	i	-5	-9	2	i	0	4	-3	4
C=CCn1c(Oc2ccc(C=O)cc2OCC)nc2c1c(=O)n(C)c(=O)n2C	i	2	18	-2	i	5	-1	-3	0
COC(=O)[C@@]12C[C@@H](CC(=O)NCc3cccs3)C(=O)N(Cc3ccccc3)C1=CCC(C)(C)C2	i	-3	-3	/	/	/	/	-4	/
CSCCC(NS(=O)(=O)c1ccc(Cl)cc1)C(=O)OCC(=O)NC1CCCCC1 (stereo not given)	i	-4	0	3	i	5	1	-7	6
Cn1c(NC(=O)C[n+]2cc(-c3ccc(F)cc3)n3c2CCC3)cc(=O)n(C)c1=O	i	-1	-3	0	i	19	-10	-1	0
CC(C)Cc1nc2sc3c(c2c(=O)n1N)CC(C(C)C)OC3 (stereo not given)	i	-2	2	0	i	7	-4	5	-3
Brc1ccccc1-c1nnc(CSc2nnc3sc4ccccc4n23)o1	i	-2	-15	-2	i	-78	-2	2	0
N#Cc1c(C(F)(F)F)cc(-c2cccs2)nc1N1CCCCC1	i	0	13	-2	i	14	31	-2	1
Cc1cc(S(=O)(=O)Nc2ccc(C(=O)NCC3(N(C)C)CCCCC3)cc2)ccc1F	i	-9	-6	-2	i	7	-7	3	-7
CN(C)c1ccc(NC(=O)c2sc(SCC(=O)Nc3ccc(Br)cc3)nc2N)cc1	i	3	4	-3	i	10	-12	-7	20
CC(=O)Nc1ccc(N2C(=O)CC(N3CCN(Cc4ccc5c(c4)OCO5)CC3)C2=O)cc1 (stereo not given)	i	-1	3	0	i	0	-1	0	-5
Cc1cccc(NC(=O)c2sccc2-n2cccc2)c1C	i	5	-8	3	i	3	6	-1	-1
CCOC(=O)C1C(c2cc(OC)c(OC)c(OC)c2)NC(=S)NC1(O)C(F)(F)F (stereo not given)	i	37*	11	-4	i	-33	-10	-3	1
COc1ccccc1C1CC(=O)Oc2cc(C)c(Br)c(C)c21 (stereo not given)	i	-7	17	3	i	0	0	-1	0
CCCCCSc1nc2c(c(=O)[nH]c(=O)n2C)n1CC	i	1	11	2	i	18	-4	0	5
Cc1ccc(OC(=O)CCC(=O)Nc2ccc(C)c(C)c2)cc1	i	0	0	0	i	12	-7	1	4
Cc1ncc([N+](=O)[O-])n1Cc1ccc(F)cc1	i	-1	-7	2	i	0	-3	/	3
CCc1cccc(CC)c1N(COC)C(=O)Cn1cnc2ccccc21	i	1	5	0	i	4	-1	3	2
CN(C)C(=O)[C@@H]1C[C@H]1[C@@H](NC(=O)OCc1ccccc1)c1ccccc1	i	-4	10	3	i	6	0	16	1
Cc1ccccc1C(=O)N(C)Cc1ccccc1	i	-6	-8	1	i	13	-6	0	6
COc1ccc(C(=O)NCc2ccccc2CN2CCCC2)cc1S(=O)(=O)N1CCOCC1	i	-2	10	3	i	-1	-4	-3	-2
CCCc1cc(N2CCN(c3ccccn3)CC2)n2nc(C)c(-c3ccccc3)c2n1	i	3	18	8.1*	i	0	26	-5	-4
CCN(C(=O)COC(=O)c1ncc(Cl)c(Cl)c1Cl)c1c(N)n(Cc2ccccc2)c(=O)[nH]c1=O	i	-2	10	1	i	7	-5	2	4
COc1ccc(OC)c2sc(NC(=O)C(C)C)nc12	i	-24	-7	3	i	4	-15	-1	-3
N#CCC(=O)Nc1ccc(C(=O)Nc2ccc3c(c2)OCO3)cc1	i	6	-1	2	i	-26	-1	0	14
C=CCNC(=O)c1onc(CSc2cccc(C)c2)c1C(=O)O	i	0	13	-1	i	0	-3	-1	-6
COc1ccc(C(=O)CN2C(=O)NC3(CCCCCC3)C2=O)cc1	i	3	-9	2	i	-8	1	3	-6
Cc1cc(/C=N/NC(=O)C(=O)NCc2ccccn2)c(C)n1-c1ccccc1	i	-4	13	2	i	0	-3	2	-6
CCCn1nc(C(=O)NCCc2ccc(S(N)(=O)=O)cc2)c2ccccc2c1=O	i	7	-13	-3	i	-26	-9	-8	0
C[C@H]1CN([C@@H](C)CO)C(=O)c2cc(-c3cccc(C(=O)N(C)C)c3)cnc2O[C@H]1CN(C)C(=O)Cc1ccccn1	i	11	9	0	i	3	-8	3	-3
S=C(NCCC(c1ccccc1)c1ccccc1)Nc1ccccc1Cl	i	0	-6	-2	i	17	20	3	-5
CC1(C)SC(C)(C)N(C=O)C1C(=O)O (stereo not given)	i	4	-9	3	i	8	-7	-4	-1
Clc1ccc(CNCc2cccs2)cc1Cl	i	-15	2	3	i	3	-8	2	0
O=C(Cc1ccc(S(=O)(=O)N2CCOCC2)s1)NCCc1ccc(F)cc1	i	0	21	-2	i	-32	-2	-1	3
COc1ccccc1CNC(=O)COC(=O)c1n[nH]c2ccccc12	i	-2	6	-1	i	-1	-22	3	-2
Cn1c(=S)c2[nH]c(SCCN3CCCC3)nc2n(C)c1=O	i	1	9	3	i	0	-5	-5	1
O=C(NCCC1CCCCN1S(=O)(=O)c1ccc(Cl)cc1)C(=O)NCc1ccco1 (stereo not given)	i	-6	5	0	i	-2	10	-4	1
CC(C)(C)NS(=O)(=O)c1ccc(CCC(=O)Nc2cc(Cl)ccc2Oc2ccccc2)cc1	i	0	9	2	i	9	26	-10	-3
CC1CCN(C(=O)CCNC(=O)c2ccccc2Cl)CC1	i	2	22	-1	i	-7	-5	-3	0
CCC(=O)N(CCO)Cc1cc2ccc(C)c(C)c2[nH]c1=O	i	1	2	-2	i	-8	-4	3	-2
CCC(C)(C(=O)NC1CCCCC1)N(Cc1ccco1)C(=O)CNC(=O)c1ccccc1 (stereo not given)	i	-6	-13	2	i	1	-5	-10	-1
COc1ccc(CNc2nc3nc4c(c(=O)n3[nH]2)CCC4)cc1	i	0	-11	2	i	5	-8	2	1
COc1ccc(N2C(=O)c3ccccc3NC2c2ccc(NC(C)=O)cc2)c(OC)c1 (stereo not given)	/	-4	-11	4	i	-5	0	-2	-3
CCCN(CC(=O)Nc1ccccc1OC)Cc1c(O)ccc2ccccc12	i	1	1	2	i	25	10	3	-8
O=C(CCC(=O)CCN1CCCCC1)CCN1CCCCC1	i	5	-38	-1	i	-2	-4	2	-1
Cc1ccc(NC(=O)c2cc(-c3ccco3)on2)cc1C	/	17	36*	-1	i	-11	-1	-6	-3
COc1ccc(Cn2c(C)c(C)c(C#N)c2NC(=O)Nc2ccccc2)cc1	i	6	-8	3	i	-17	3	-2	1
CC(C(=O)NCC1CCCO1)N(C(=O)c1snc(C(N)=O)c1N)c1cccc(F)c1 (stereo not given)	+	0	-13	-3	i	-4	-8	8	1
Cc1ccc(S(=O)(=O)N2[C@@H](c3ccc(F)cc3)C(C(=O)O)=CC[C@H]2c2ccc3c(c2)OCO3)cc1	i	3	-10	1	i	-2	-4	-1	0
CC1CCCC(C)N1C(=O)c1ccc(CS(=O)(=O)c2ccccc2)cc1 (stereo not given)	i	-7	17	0	i	2	-3	-3	1
COc1cccc(CNC(=O)Cc2csc(Nc3nc(=S)[nH]c4ccccc34)n2)c1	i	4	-1	-1	i	7	2	3	0
O=C(NCCc1csc(-c2ccccc2)n1)c1ccco1	i	-4	-10	0	i	0	-3	-1	-5
CCN(CC1COc2ccccc2O1)C(=O)CN1C(=O)NC(C)(c2ccccc2)C1=O (stereo not given)	i	-1	-19	0	i	-6	2	0	-3
O=C(Nc1ccc([N+](=O)[O-])cc1)Nc1ccc(N2CCOCC2)c2nonc12	i	2	1	-1	i	0	20	4	10
O=C(C1CCN(CCCc2ccccc2)CC1)N(CCc1ccccc1)Cc1ccccc1	i	-9	0	-4	i	8	0	1	1

Next section:
SMILES	Neddylation inh	CSN inh	SKN-1 inh	Rin1 Abl inh	Rpn11 block	PABP1 MLLE inh	FAS-TE inh	MT1-MMP act inh	NadD inh
CCC(=O)NC(=Nc1nc2ccccc2s1)NC(=O)CC	i	3	-3	-1	i	2	-1	5	-3
CCOC(=O)C1=C(C)NC2=C(C(=O)CC(C)(C)C2)C1c1ccc(O)c(OCC)c1 (stereo not given)	i	1	14	1	i	-7	0	1	-3
O=C(NCCC1=CCCCC1)C(=O)NCC1OCCCN1S(=O)(=O)c1cc(F)ccc1F (stereo not given)	i	-3	12	1	i	-6	11	1	-17
COc1ccc(NC(=O)c2sc(=O)n(Cc3ccc(F)c(Cl)c3)c2C)cc1OC	i	-1	-6	0	i	10	10	-6	-8
N#Cc1cnn2c(C(F)(F)F)cc(-c3ccccc3)nc12	/	-1	-6	-6	i	1	5	2	-2
O=c1cc(/N=C/c2coc3c(ccc4ccccc43)c2=O)[nH]c(=S)[nH]1	i	3	-11	-7	i	26	31	2	65*
Cc1ccc(-c2nc3cc(Br)cnc3nc2-c2ccc(C)cc2)cc1	i	-2	4	-2	i	-1	33	1	3
CCOC(=O)COc1ccccc1/C=C\[N+](=O)[O-]	i	0	-10	2	i	19	-9	-33	1
Fc1ccc(C2Nc3cccc4cccc(c34)N2)cc1	i	-9	2	2	i	5	15	-3	22
COc1ccccc1NS(=O)(=O)c1cccc(NC(=O)c2cncc(Br)c2)c1	i	-3	-7	0	i	10	-2	0	0
COC(=O)[C@H](c1ccccc1Cl)N1CCc2sccc2C1	i	-1	-9	-1	i	6	10	-1	1
Cc1cc(SCCOc2ccc(Br)cc2)nc(N)n1	i	-2	24	-1	i	-10	8	0	0

Looked up by compound from the list above (4):
SMILES	Neddylation inh	CSN inh	SKN-1 inh	Rin1 Abl inh	Rpn11 block	PABP1 MLLE inh	FAS-TE inh	MT1-MMP act inh	NadD inh
COc1ccccc1NS(=O)(=O)c1cccc(NC(=O)c2cncc(Br)c2)c1	i	-3	-7	0	i	10	-2	0	0
CCC(=O)NC(=Nc1nc2ccccc2s1)NC(=O)CC	i	3	-3	-1	i	2	-1	5	-3
Cc1cc(SCCOc2ccc(Br)cc2)nc(N)n1	i	-2	24	-1	i	-10	8	0	0
CCOC(=O)COc1ccccc1/C=C\[N+](=O)[O-]	i	0	-10	2	i	19	-9	-33	1

Additional results follow:
SMILES	Neddylation inh	CSN inh	SKN-1 inh	Rin1 Abl inh	Rpn11 block	PABP1 MLLE inh	FAS-TE inh	MT1-MMP act inh	NadD inh
Cc1noc(/C=C/N(C)C)c1S(=O)(=O)N1CCN(c2ccc(F)cc2)CC1	i	4	-10	-5	i	6	11	2	-7
COc1ccc(C(CNC(=O)c2cccc(S(=O)(=O)Nc3ccccc3OC)c2)N2CCOCC2)cc1 (stereo not given)	i	1	7	3	i	-14	2	2	-5
CN(C)c1ccc(/C=C(/C#N)C(=O)Nc2nc3c(s2)CCN(Cc2ccccc2)C3)cc1	i	51	48*	0	/	53	-132	-93	57*
COc1ccc(-c2cc3nc(NCc4ccc(C)cc4C)n(C)c(=O)c3s2)cc1OC	i	2	14	2	i	-15	15	-12	13
